# Compound activity from PubChem BioAssay.
# bub3 – NCI yeast anticancer drug screen, S. cerevisiae bub3 mutant strain; AID 167; growth inhibition, % at 50 µM; 9.9% of 78,000 active;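 note: 0% = growth of vehicle-only cultures of the same strain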
#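 Readout: yeast growth inhibition, expressed relative to vehicle-only wells. The test organism is a mutant strain from a panel with lesions in DNA repair or checkpoint genes.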
# cln2 rad14 – NCI yeast anticancer drug screen, S. cerevisiae cln2 rad14 strain | 8.3% of 78,000 active | % growth inhibition at 50 µM;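 note: 0% = growth of vehicle-only cultures of the same strain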
#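 Yeast carrying cln2 and rad14 alterations (cell cycle control and DNA damage repair) were exposed to compounds. Growth inhibition was measured against vehicle-treated controls.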
# mec2-1 – NCI yeast anticancer drug screen, S. cerevisiae mec2-1 strain | growth inhibition, % at 50 µM | 9% of 79,000 active | AID 157;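 note: 0% = growth of vehicle-only cultures of the same strain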
#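 Strain: mec2-1 (DNA repair/cell cycle alteration). Compound exposure, then growth measured; inhibition expressed relative to vehicle.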
# yeast sgs1 mgt1 – NCI yeast anticancer drug screen, S. cerevisiae sgs1 mgt1 strain; 10% of 78,000 active; growth inhibition, % at 50 µM;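 note: 0% = growth of vehicle-only cultures of the same strain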
#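 Test agents were incubated with a DNA-repair-mutant yeast strain. Growth was then read and compared against vehicle-treated controls.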
# yeast rad50 – NCI yeast anticancer drug screen, S. cerevisiae rad50 strain; % growth inhibition at 50 µM; 10% of 79,000 active;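 note: 0% = growth of vehicle-only cultures of the same strain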
#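 DNA repair mutant yeast, compound exposure, growth read-out; inhibition is taken relative to vehicle.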
# mlh1 rad18 – NCI yeast anticancer drug screen, S. cerevisiae mlh1 rad18 strain; % growth inhibition at 50 µM; 11% of 79,000 active; AID 175;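 note: 0% = growth of vehicle-only cultures of the same strain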
#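 Growth inhibition of the yeast strain was measured after compound exposure and expressed relative to vehicle-treated controls. The strain carries defined defects in DNA damage repair.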
# * hit, by the source's call; · = no result given; & = joins results of further samples. Cut-off read from the data, not from the text of the source: active = growth inhibition above about 70%; inactive = the rest. A portion of the library; count on the stated rates, not on these rows.
# Below each SMILES – bub3, cln2 rad14, mec2-1, yeast sgs1 mgt1, yeast rad50, mlh1 rad18
1: O=[As](O)(O)c1ccc2nc3cc([As](=O)(O)O)ccc3nc2c1
  2, 4, -3, -20, -11, -31
2: CCOC(=O)c1[nH]cnc1/N=N/N(C)N
  89*, 89*, 92*, 90*, 87*, 90*
3: N#CCCCBr
  -2, -14, -16, 7, -3, 12
4: COc1cc(C=C2C(=O)NC(=O)NC2=O)ccc1O
  -2, 4, -23, 5, 2, 6
5: c1ccc(CNC2CN3CCC2CC3)cc1 (centres undefined)
  16, 17, 8, 25, 28, 22
6: O=C(CCN1CC1)NCCc1ccccc1
  68, 84*, 83*, 58, 97*, 94*
7: CC(C)N1CC2CC(CN(C(=O)c3ccccc3)C2)C1
  1, 21, -16, -10, 8, -18
8: CCCCCCCCCCC(O)[C@H]1CCC(C2CC[C@H]([C@H](O)CCCCCCCCCCC(O)CC3=CC(C)OC3=O)O2)O1 (some centres undefined)
  1, -11, -5, -13, 2, 5
9: O=S(=O)(N=S(CCCl)CCCl)c1ccccc1
  21, -8, 11, 24, 8, 21
10: C/C=C1/CC(C)C(O)(CO)C(=O)OCC2=CCN3CCC(OC1=O)C23 (centres undefined)
  -15, -1, -38, -7, -3, -19
11: O=C1C2C=CC(C2)C1Cl (centres undefined)
  2&3&13, -25&-4&8, 8&-5&14, -8&-10&-1, 5&3&6, 15&10&9
12: CC(=O)C(CN(C(C)C)C(C)C)C(c1ccccc1)c1c(O)c2ccccc2oc1=O (centres undefined)
  70*, 58, 47, 59, 72*, 70*
13: CCOP(=O)(OCC)C(C#N)Cc1ccccc1OC (centres undefined)
  3, -18, 4, 0, 21, 13
14: CCN
  2, -6, 6, 14, 2, 0
15: O=C(O)C(O)(c1ccccc1)C1CCCC1 (centres undefined)
  -26, 8, -68, 7, -36, -24
16: c1ccc(CN2C3c4ccccc4C2c2ccccc23)cc1
  -3, -12, -2, -4, 0, 3
17: O=C1NC(=O)C(=Cc2ccncc2)C(=O)N1
  -22, -3, -33, -9, -5, -14
18: NC(N)=Nc1ccc(N)cc1
  1, 11, -5, -4, -1, -1
19: Cc1cc(N(CCCl)CCCl)ccc1/C=N/Nc1ccccc1C(=O)O
  -9, -7, -1, 10, 24, 25
20: Cc1nccc2c1[nH]c1ccccc12
  2, -6, 6, -15, 6, 2
21: Cc1[nH]c2cc([N+](=O)[O-])ccc2c1[N+](=O)[O-]
  -5&-5, 9&25, 25&32, 38&26, 37&45, 42&59
22: CC(C#N)CN1CC1 (centres undefined)
  0, -58, -2, -15, 2, 2
23: O=C(COc1cccc(Cl)c1Cl)Nc1ccc[n+](Cc2ccc(S(=O)(=O)F)cc2)c1
  7, 31, 0, -5, 20, 29
24: [Cl-].[Cl-].[Cl-].[O-]c1cccc2cccnc12.[O-]c1cccc2cccnc12.[O]=[Mo]
  90*, 89*, 91*, 89*, 88*, 88*
25: [Se]=[Mo]=[Se]
  -7, -18, -8, -30, -10, -34
26: CC1CCC2N(C1)CC1C3(O)CC45OC6(O)C(O)CCC4(C)C6CCC5C3(O)CC(O)C1(O)C2(C)O (centres undefined)
  0&-31, 9&-22, -31&-18, -17&-3, -2&-20, -15&6
27: CP(C)CC[PH+](CC[PH+](C)C)CC[PH+](C)C.[C-]#[O+].[C-]#[O+].[W]
  0, 24, -6, -13, -1, -1
28: c1ccc(-c2[o+]c(-c3ccccc3)c(-c3ccccc3)c(-c3ccccc3)c2-c2ccccc2)cc1
  -10, 13, -2, -5, 3, 2
29: COc1cccc(C2CCN(C)C2)c1 (centres undefined)
  11, -1, -30, -8, -19, -9
30: [Cl][Sn]([Cl])([c]1ccccc1)[c]1ccccc1.c1ccc2nc(-c3ccc4ccccc4n3)ccc2c1
  60, 45, 96*, 75*, 84*, 93*
31: CCOP(=O)(Cc1ccc([N+](=O)[O-])cc1)OCC
  -10, 8, -8, -19, -14, -13
32: Cc1nc2ccccc2c(=O)n1-c1ccccc1Cl
  16, 13, -5, -7, 7, 10
33: C=C(C(=O)OC1CC2CCC(C1)[N+]2(C)[O-])c1ccccc1 (centres undefined)
  3, -3, -6, -19, 7, -23
34: CC1(C)CC[P+](CC[P+]2(c3ccccc3)CCC(C)(C)c3ccccc32)(c2ccccc2)c2ccccc21 (centres undefined)
  -2&-2, -16&-37, -12&-4, -23&-2, -75&-1, -25&44
35: c1cc[c]([Pb]([S]c2nc3ccccc3[nH]2)([c]2ccccc2)[c]2ccccc2)cc1
  91*, 92*, 93*, 92*, 91*, 90*
36: Cc1cc(C)[n+](CCc2ccccc2)c(C)c1
  2, -6, 3, -3, 5, 4
37: NC(N)=NC(N)=Nc1ccc(Cl)cc1
  -2, 3, -3, 3, 1, -2
38: O=C(O)C1C2c3cccc4cccc(c34)C12 (centres undefined)
  93*, 85*, 88*, 40, 45, 84*
39: CN1CCc2c([nH]c3ccccc23)C1
  1, 17, -7, 21, 18, -45
40: CC(C)OP(=S)(Oc1ccc(Cl)cc1Cl)OC(C)C
  21, 9, -12, 32, 21, 8
41: CN1C2CCC1CC(OC(=O)/C=C/C(=O)OC1CC3CCC(C1)N3C)C2 (centres undefined)
  ·, ·, -9, ·, 12, 19
42: CCCCCCCCOC(=O)c1ccccc1C(=O)OCCCCCCCC
  -4, 9, -3, 19, -1, -6
43: CS[P+]1(C)C=C(N2CCOCC2)CC1 (centres undefined)
  9, -8, 15, 1, 37, 10
44: O=S(=O)(F)c1cc(Cl)c(O)cc1Cl
  78*, 52, 58, 80*, 78*, 83*
45: O=c1oc2ccccc2c(O)c1C(c1ccc(-c2ccccc2)cc1)c1c(O)c2ccccc2oc1=O
  78*, 85*, 90*, 82*, 78*, 89*
46: C=CCNC(=O)C(Br)C(C)C (centres undefined)
  -27, 23, -41, -11, -10, -8
47: O=c1c2ccccc2nc(CCN(CCCl)CCCl)n1-c1ccc(Cl)cc1
  15, -9, 7, 2, 6, 1
48: Nc1c(S(=O)(=O)O)cc(Nc2ccc(S(=O)(=O)O)c(Nc3nc(Cl)nc(Cl)n3)c2)c2c1C(=O)c1ccccc1C2=O
  -33, -14, -32, -27, -14, -38
49: C#CCOC(=O)Cc1ccccc1
  -24, -32, -6, 7, 15, 1
50: CCOP(=S)(OCC)Oc1ccccc1
  -21, -8, -14, -15, -4, 4
51: Cc1cc([Se][Se]c2cc(C)c(C)cc2[N+](=O)[O-])c([N+](=O)[O-])cc1C
  0, 9, -16, -8, -4, 7
52: CC(=O)O[C@H]1CC[C@@]2(C)[C@H](CC[C@@H]3[C@@H]2CC[C@]2(C)C(c4ccc(=O)oc4)C[C@H](O)[C@]32Cl)C1 (some centres undefined)
  -24, 5, -20, -28, -34, -17
53: CCOP(=O)(OCC)O/N=C/c1cccc(C(F)(F)F)c1
  13, 25, 5, 18, 69, 27
54: OC1C2[C@@H](O)CCCN2C[C@@H](O)[C@H]1O (some centres undefined)
  5, 8, -59, -34, -45, -15
55: O.[Cr+3].[NH2-].[NH2-].[NH2-].[NH2-].[NH2-].[O-][Cl+3]([O-])([O-])O
  4, 10, 7, 0, 17, -18
56: CC1CN1C(=O)Nc1cccc(Cl)c1 (centres undefined)
  5, -17, -7, -5, 0, -5
57: C=Cc1ccccc1C=C (tested in a mixture with another compound)
  -9, 14, -15, -7, -3, -24
58: CCOP(=O)(O)CP(=O)(O)OCC.CCOP(=O)(O)CP(=O)(O)OCC.[Cr]
  3, -40, -11, -32, -62, -27
59: ClC1=C(Cl)C(Cl)(Cl)SS1
  89*, 92*, 92*, 92*, 89*, ·
60: N.N.N.N.N.O=C([O-])C(=O)[O-].[Co+3].[O-][Cl+3]([O-])([O-])O.[O-][Cl+3]([O-])([O-])[O-]
  1, 6, 12, -23, -12, -13

# Next compounds
# Below each SMILES – bub3, cln2 rad14, mec2-1, yeast sgs1 mgt1, yeast rad50, mlh1 rad18
61: CS(=O)(=O)OCC1CCSC1=O (centres undefined)
  40, 30, 44, 17, 21, 19
62: Cc1cc(C)n(/C(N)=N/[N+](=O)[O-])n1
  22, 13, -19, 4, -15, 15
63: O=S(=O)(c1ccccc1)c1ccccc1
  0, -8, 2, 2, -3, -38
64: C=COC(=O)NC(Cc1ccccc1)C(=O)O (centres undefined)
  -2, -5, -7, -7, 10, 3
65: NC(N)=NCCN=C(N)N
  -53, -24, -30, -30, -3, -9
66: C1NCC2CNCC1O2
  8, 6, -12, -8, 3, -3
67: CN1CCC23CC=CCC2C1Cc1ccc([N+](=O)[O-])cc13 (centres undefined)
  2, -3, 11, 7, -4, 35
68: NCCc1cc2c3c(c1)CCCN3CCC2
  95*, 89*, 97*, 95*, 96*, 98*
69: C[N+](C)(C)CC(CC(=O)[O-])C1CC1 (centres undefined)
  -19, 2, -8, -19, 4, -19
70: COc1ccc(/C=C/C=C2C(=O)NC(=S)NC2=O)cc1
  1, 11, 5, 29, 26, 25
71: CC(Br)C(Br)C(=O)O (centres undefined)
  -14, 28, -24, -18, 15, 25
72: CN(C)c1ccccc1
  3, -7, 42, 5, 0, 3
73: C1CCN2CC3CONC3C2C1 (centres undefined)
  -6, 14, -8, 2, -11, -3
74: NC(CP(=O)(O)O)C(=O)O (centres undefined)
  -32, -55, 6, -31, 0, -38
75: CCN(CCCl)c1cc(CN(C)C)cc(NC(=O)C23CCC(C(=O)Nc4cc(CN(C)C)cc(N(CC)CCCl)c4)(CC2)CC3)c1
  -9, 13, -17, -23, -26, -37
76: c1ccc2c(c1)ccc1cccnc12
  0, 11, 18, 13, 67, 9
77: COc1cc(Br)c2c3c1OC1C(=O)CCC4C(C2)N(C)CCC314 (centres undefined)
  -4, 10, -7, 34, 47, 5
78: CSCCC(N)P(C)(=O)O (centres undefined)
  -46, 2, -38, -16, -16, -18
79: Oc1c(Cl)cc(Cl)cc1Cl.[Cu+2]
  100*, 98*, 100*, 100*, 100*, 99*
80: CC12C(=O)C=CCC1=CCC1C2CCC2(O)C(=O)OC3(C)C4CC5(C)C(COC16OC23C5C6=O)C(=O)O4 (centres undefined)
  70, 30, 56, 54, 79*, 63
81: COP(=O)(OC)/C(C#N)=C/c1ccoc1
  -57, -5, -41, -43, -42, -41
82: CC12CC(=O)C3C(CCC4CC=CCC43C)C1CCC2=O (centres undefined)
  10, 6, -12, 28, 22, 24
